Screens deposited in PubChem BioAssay by National Center for Advancing Translational Sciences (NCATS).
Eya2 inh = qHTS Assay for Inhibitors of the Phosphatase Activity of Eya2; AID 488837, 2010; Protein phosphatase EYA2 (Homo sapiens), O00167; recombinant Eya2, OMFP fluorescence dephosphorylation (OMFP is methylfluorescein phosphate); Potency, µM (top dose mostly 76.9 µM), inactives show top-dose activity, negative = inhibition, usual class: inhibitors; 330,000 tested, 0.006% active; note: potency is the fitted concentration of half-maximal effect; % is set by controls: 0 for no effect and ±100 for the full control effect
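Eya2 (0.2 uM) preincubated 10 min at ambient with compound, then OMFP substrate added at 50 uM; 10 min reaction in 50 mM HEPES pH 7.5, 50 mM NaCl, 5 uM MgCl2, 0.05% BSA, 1 mM DTT. Fluorescence read at Ex 485/Em 525 nm.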
USP2a inh = qHTS Assay for Inhibitors of Ubiquitin-specific Protease USP2a Using CHOP2 as the Reporter. USP2 core, Ub-CHOP2 coupled fluorogenic reporter, 485/531. 330,000 tested, 0.01% active. Potency, µM (titrated, usually from 38.3 µM), without a hit: at the highest dose activity change, negative = inhibition, hits mostly inhibitors. Ubiquitin carboxyl-terminal hydrolase 2 (Homo sapiens), O75604;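 note: potency is the fitted concentration of half-maximal effect; plate controls were DMSO wells for no effect and full inhibition by NEM control for full effect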
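Deubiquitinase activity read as fluorescence (485/531 nm) after Ub-CHOP2 cleavage activates the enterokinase reporter on its substrate; USP2 core 10nM, Ub-CHOP2 and substrate 25nM each, 30min compound preincubation then 60min RT; data normalized to NEM, curves fitted.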
uPA surface inh = qHTS for Inhibitors of Cell Surface uPA Generation; Potency, µM (series often up to 38.3 µM), for inactives: at the top dose activity change, negative = inhibition, most hits filed as inhibitors; 330,000 tested, 0.31% active; cell surface uPA generation assay, qHTS; active = well fitted inhibition curve with a large enough effect; inconclusive = small, poorly fitted or top-dose-only effect; inactive = no such curve, though single readings can be large or run the other way; tested in mouse RAW 264.7 cells; note: potency is the fitted concentration of half-maximal effect; % is set by controls: 0 for no effect and ±100 for the full control effect; nearly all actives have a fitted effect of over 55% in size
p53 reactivator = qHTS assay for re-activators of p53 using a Luc reporter; AID 504706, 2011; H1299 p53-A138V BP100-luciferase reporter, luminescence, 24 h; 320,000 tested, 0.063% active; Potency, µM (top dose mostly 92.2 µM), for inactives: at the highest dose activity change, positive = activation, hits mostly activators; note: potency is the fitted concentration of half-maximal effect; % of control where 0% means no effect; nearly all actives have a fitted effect of over 45% in size
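H1299 (p53-null), stable ts p53-A138V + BP100-Luc; 1000 cells/well, Opti-MEM/10% FBS; cpd 4 pt, 1:5; 24 h, 37 deg C, 5% CO2; detection reagent 10 min RT; luminescence.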
S-ASM inh = Inhibitors of Secretory Acid Sphingomyelinase (S-ASM): qHTS | Sphingomyelin phosphodiesterase (Homo sapiens), P17405 | placental ASM, HMU-PC fluorogenic substrate, 60 min | Potency, µM (doses to about 57.5 µM), without a hit: at the top dose activity change, negative = inhibition, actives largely listed as inhibitors | 340,000 tested, 0.006% active | AID 504937, 2011; note: potency is the fitted concentration of half-maximal effect
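qHTS format. ASM enzyme prepared from human placenta hydrolyses the fluorogenic substrate HMU-PC0 (9 uM final) over 60 min at 37 °C after a 10 min compound preincubation.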
B2AR arrestin = qHTS assay of beta-arrestin-biased ligands of beta2-adrenergic receptor. Beta-2 adrenergic receptor (Homo sapiens), P07550. beta-arrestin recruitment to beta2AR, cell-based reporter. Potency, µM (series often up to 46.1 µM), for inactives: at the highest dose activation, actives largely listed as activators. 330,000 tested, 0.02% active;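 note: potency is the fitted concentration of half-maximal effect; 0% = DMSO controls and full agonism = EC100 isoproterenol or metaproterenol; nearly all actives have a fitted effect of over 65% in size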
a7 integrin act = qHTS for Activators of Integrin-Mediated Alleviation for Muscular Dystrophy; alpha7betagal myoblasts, beta-gal FDG fluorescence, 48 h; Potency, µM (top dose mostly 38.3 µM), inactives show at the top dose activation, usual class: activators; 350,000 tested, 0.064% active; AID 624291, 2012;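 note: potency is the fitted concentration of half-maximal effect; 100% = response of the positive control SU9516; nearly all actives have a fitted effect of over 60% in size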
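alpha7betagal+/- myoblasts (passage 13, 250/well) treated 48 h at 37C with compounds at 1:260 dilution of DMSO stock. Lysed, then beta-galactosidase activity read as FDG fluorescence (ex 480/em 540) after 30 min, with pre-read for autofluorescence.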
TRPV1 agonist = HTS Assay for Compounds that Act as Agonists of the Vanilloid Receptor 1; Transient receptor potential cation channel subfamily V member 1 (Homo sapiens), Q8NER1; TRPV1-expressing cells, Fluo-8 calcium influx, agonist mode; activation, % at 8.33 µM; 320,000 tested, 0.19% active; in the data active = activation above about 80%; inconclusive = between about 30% and that limit; note: 0% is about no effect
Target sequence (Q8NER1 whole entry, looked up): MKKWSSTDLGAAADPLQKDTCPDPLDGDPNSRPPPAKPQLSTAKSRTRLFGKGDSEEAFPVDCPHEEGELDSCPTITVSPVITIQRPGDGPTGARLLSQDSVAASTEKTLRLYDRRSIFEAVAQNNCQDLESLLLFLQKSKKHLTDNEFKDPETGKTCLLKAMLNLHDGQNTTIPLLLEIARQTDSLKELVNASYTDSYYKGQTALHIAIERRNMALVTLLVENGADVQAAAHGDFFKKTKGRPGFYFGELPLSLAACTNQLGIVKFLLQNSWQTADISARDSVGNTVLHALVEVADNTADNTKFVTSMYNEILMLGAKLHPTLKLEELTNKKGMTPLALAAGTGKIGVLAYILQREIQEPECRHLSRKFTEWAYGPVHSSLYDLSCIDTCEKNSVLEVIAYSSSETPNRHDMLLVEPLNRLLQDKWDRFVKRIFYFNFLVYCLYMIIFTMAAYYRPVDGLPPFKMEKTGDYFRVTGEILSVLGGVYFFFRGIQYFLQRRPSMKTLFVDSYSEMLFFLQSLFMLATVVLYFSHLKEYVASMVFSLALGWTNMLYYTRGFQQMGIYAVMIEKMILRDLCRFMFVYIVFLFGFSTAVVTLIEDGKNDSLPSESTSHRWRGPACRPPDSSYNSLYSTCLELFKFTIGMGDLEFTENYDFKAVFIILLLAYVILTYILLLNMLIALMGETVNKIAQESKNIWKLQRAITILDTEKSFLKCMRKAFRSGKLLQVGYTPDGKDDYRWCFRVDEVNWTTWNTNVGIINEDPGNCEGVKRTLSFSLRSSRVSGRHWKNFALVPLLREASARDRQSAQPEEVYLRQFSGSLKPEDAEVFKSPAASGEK
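Fluo-8 calcium influx in TRPV1-expressing cells, kinetic read (ex 480/em 520 nm). Compound added and read 3 min for agonist activity, followed by capsaicin at EC20 final and 2 min further read for enhancement.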
TSG101-PTAP inh = qHTS Assay for Iinhibitors of HIV-1 Budding by Blocking the Interaction of PTAP/TSG101. Tumor susceptibility gene 101 protein (Homo sapiens), Q99816. Fluorescence polarization, FITC-PTAP peptide / Tsg101 binding. Potency, µM (top dose mostly 115 µM), for the others: top-dose activity change, negative = inhibition, hits mostly inhibitors. 340,000 tested, under 10 active; active = well fitted inhibition curve with a large enough effect in the main read-out, with a control signal flat, not every such curve was filed as active; inconclusive = small, poorly fitted or top-dose-only effect, or effect the other way, or a change in a side signal; inactive = no such curve, though single readings can be large or run the other way; note: potency is the fitted concentration of half-maximal effect; % of control where 0% means no effect
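Fluorescence anisotropy tracks displacement of a FITC-tagged PTAP peptide (50 nM) from the Tsg101 binding domain (10 uM), following a 20 min room-temperature incubation at pH 7.5.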
ELG1 genotoxic = qHTS screen for small molecules that induce genotoxicity in human embryonic kidney (HEK293T) cells expressing luciferase-tagged ELG1. HEK293T ELG1-luciferase reporter, luminescence, 16 h. Potency, µM (top dose mostly 46 µM), without a hit: at the highest dose activity change, positive = activation, usual class: activators. 330,000 tested, 1.3% active; note: potency is the fitted concentration of half-maximal effect; % of control where 0% means no effect; nearly all actives have a fitted effect of over 60% in size
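HEK293T cells expressing luciferase-tagged ELG1 were treated with compound or DMSO for 16 hr at 37°C. Luciferase activity was then read after 30 min with ONE-Glo at room temperature; rising signal flags genetic stress.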
BRCA1 expr up = qHTS Assay to Identify Small Molecule Activators of BRCA1 Expression; AID 624202, 2012; MCF7-BRCA1-FFLuc reporter, luminescence, 48 h; response scale: scaled: vehicle 0%, 10 µM genistein 100%; 380,000 tested, 1.1% active; Potency, µM (series often up to 46.1 µM), without a hit: top-dose activation, hits mostly activators; note: potency is the fitted concentration of half-maximal effect; nearly all actives have a fitted effect of over 80% in size; some results filed as inactive show a strong effect at the top dose
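Luminescence from a BRCA1-driven firefly luciferase in MCF7 cells was the read-out, taken 15 min after substrate addition following 48 h compound exposure at 37 °C. Data were normalized to a 10 microM genistein control and DMSO vehicle.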
* hit, by the source's call; ? = inconclusive; . = not tested or not shown; [ ] = dose if it differs, or a comment. Unless noted, calls come from the whole dose curve; as a rule, active = well fitted curve in the direction sought with a large enough effect; inconclusive = small, poorly fitted or top-dose-only effect, or another doubt; inactive = no such curve, though single readings can be large; an effect the other way counts as inactive or inconclusive.

#1 COc1cc(C(=O)NNC(=O)C2CC=CCC2C(=O)O)cc(OC)c1OC (stereo not given)
#2 COc1ccc(OC)c(NC(=O)CSc2nnc(CCCO)n2-c2ccccc2)c1
#3 CC1(C)[C@@H](O)CC[C@]2(C)C3C(O)C=C4[C@H]5C[C@@](C)(C(=O)O)CC[C@]5(C)CC[C@]4(C)[C@]3(C)CC[C@@H]12 (stereo not given in full)
#4 CSCC(=O)Nc1nc(-c2ccc3c(c2)OCCO3)cs1
#5 Cc1ccnc(N=Cc2c(O)ccc3oc4c(c23)CCCC4)c1
#6 CC1Cc2ccccc2N1CC(=O)Nc1cccc(S(N)(=O)=O)c1 (stereo not given)
#7 C/C(N)=C(/C#N)C(=O)CSc1nnc(NC(C)C)s1
#8 CCOC(=O)c1c(NC(=O)COC(=O)C2CC2C)sc(C)c1C (stereo not given)
assay / entry	1	2	3	4	5	6	7	8
Eya2 inh	0%	-3%	-23%	3%	-7%	-9%	12%	?
USP2a inh	4%	1%	-4%	2%	3%	-1%	1%	1%
uPA surface inh	-13%	.	.	-11%	.	2%	4%	.
p53 reactivator	8%	-6%	3%	18%	30%	-3%	?	6%
S-ASM inh	2%	1%	.	1%	.	2%	-1%	-5%
B2AR arrestin	0.3%	-0.9%	-0.6%	-0.3%	-1.0%	-0.3%	-0.3%	0.1%
a7 integrin act	7%	-31%	.	-6%	.	11%	0%	?
TRPV1 agonist	-1	10	5	?	-4	7	-2	23
TSG101-PTAP inh	0%	-5%	.	-6%	.	-1%	-10%	-2%
ELG1 genotoxic	1%	0%	-3%	14%	-7%	2%	?	4%
BRCA1 expr up	-45%	-14%	.	?	.	-6%	?	2%

#9 O=C(O)CCC1OC(=O)C(O)=C1c1ccccc1 (stereo not given)
#10 CCCc1cc(N2CCCC2)n2nc(C)c(-c3ccccc3)c2n1
#11 O=C(/C=C/c1c(F)cccc1Cl)c1ccc(O)cc1
#12 CCCCCn1nc(C(=O)N2CCc3ccccc32)c2ccccc2c1=O
#13 N#Cc1ccc(-c2ccco2)nc1SCc1ccccc1
#14 O=C(NC(=S)N(Cc1ccccc1)c1ccccn1)C1CC1
#15 Cc1nn(-c2ccccc2)c(C)c1/C=N/Nc1nc2ccccc2[nH]1
#16 CC(C)(C)OC(=O)N1CCC(C(=O)N2CCCCCC2)CC1
assay / entry	9	10	11	12	13	14	15	16
Eya2 inh	14%	-18%	-5%	-10%	0%	-13%	-26%	2%
USP2a inh	0%	3%	-1%	-5%	0%	8%	-19%	5%
uPA surface inh	7%	1%	?	6%	-3%	4%	-15%	-2%
p53 reactivator	1%	0%	?	-8%	1%	15%	.	6%
S-ASM inh	-2%	41%[activator]	-4%	-4%	0%	4%	-17%	-1%
B2AR arrestin	0.1%	0.0%	-0.3%	0.3%	0.3%	-0.5%	-0.3%	0.2%
a7 integrin act	-9%	-52%[inhibitor]	-63%[inhibitor]	-4%	-7%	27%	-47%[inhibitor]	-15%
TRPV1 agonist	-1	3	21	9	1	-5	-1	-2
TSG101-PTAP inh	0%	-2%	-6%	-8%	0%	-5%	-2%	0%
ELG1 genotoxic	0%	-17%	4%	-1%	4%	3%	5.2µM*	-1%
BRCA1 expr up	-11%	-30%	39%	-36%	-90%	64%	-7%	8%

#17 CCCNc1c(NC(=O)C2CCC(C)CC2)c(=O)oc2ccccc12 (stereo not given)
#18 C[C@H](NC(=O)c1nc[nH]c1C(=O)N1CCN(C(=O)OC(C)(C)C)CC1)C(=O)OCc1ccccc1
#19 Cc1sc(NC(=O)CN(Cc2ccccc2)C(=O)C(C)C)c(C(N)=O)c1C
#20 CSc1nc(-c2ccccc2)nn1S(=O)(=O)c1ccc(Cl)cc1
#21 CCOc1ccc(S(=O)(=O)N2CCC(C(=O)N3CCOCC3)CC2)cc1Cl
#22 CCOC(=O)C1CCN(S(=O)(=O)c2c[nH]c(=O)[nH]c2=O)CC1
#23 CC(c1ccccc1)n1cc(C(=O)NCc2ccccn2)nn1 (stereo not given)
#24 CC(C)C(=O)N=c1sc2cc(F)cc(F)c2n1C
assay / entry	17	18	19	20	21	22	23	24
Eya2 inh	1%	-4%	1%	-4%	6%	3%	18%	-11%
USP2a inh	0%	1%	2%	0%	-1%	-2%	2%	?
uPA surface inh	3%	0%	0%	.	1%	-2%	-4%	0%
p53 reactivator	12%	7%	0%	1%	1%	3%	3%	12%
S-ASM inh	0%	4%	4%	-4%	2%	-1%	4%	-1%
B2AR arrestin	-0.9%	0.6%	-0.2%	0.2%	-0.2%	0.1%	0.5%	0.0%
a7 integrin act	-25%	2%	2%	14%	16%	2%	4%	16%
TRPV1 agonist	5	1	2	2	0	-1	4	0
TSG101-PTAP inh	-3%	1%	-4%	-3%	-7%	0%	-3%	-4%
ELG1 genotoxic	0%	0%	0%	6%	0%	1%	1%	?
BRCA1 expr up	-15%	-9%	23%	35%	-29%	-13%	6%	-48%

Copied from the list:
#19 in TRPV1 agonist → 2
#15 in Eya2 inh → -26%

Following part.
#25 Cc1cc(C)n(C)c(=O)c1C#N
#26 O=C(COc1ccc2c(c1)OCO2)Nc1cccc(F)c1
#27 COc1cccc(C(=O)Cn2c(=N)n(C)c3ccccc32)c1
#28 C#CCSc1nnc(-c2sc3ccccc3c2Cl)o1
#29 O=C(Cc1cccs1)NC1CCCC1
#30 CC(C)[C@H](NC(=O)OC(C)(C)C)c1nnc(S(=O)(=O)Cc2c(F)cccc2Cl)o1
#31 COC(=O)[C@]1(CC(C)C)N[C@H](c2ccc(-c3cccc(Cl)c3)cc2)[C@@H]2C(=O)N(C)C(=O)[C@@H]21
#32 CCOC(=O)N1CCC(NC(=O)c2ccc3snnc3c2)CC1
#33 O=C(NC1CCCCC1)N1CCCc2ccccc21
#34 COCCSc1nnc(NC(=O)COc2ccc3c(c2)OCO3)s1
assay / entry	25	26	27	28	29	30	31	32	33	34
Eya2 inh	12%	-12%	-7%	-2%	3%	-1%	-3%	12%	9%	-2%
USP2a inh	11%	-2%	0%	1%	1%	0%	-4%	0%	-3%	1%
uPA surface inh	2%	0%	-14%	-8%	0%	?	-21%	-10%	2%	4%
p53 reactivator	2%	?	12%	15%	5%	-22%	-1%	-2%	-3%	8%
S-ASM inh	-3%	2%[11.5 µM]	0%	-10%	-3%	-2%	-3%	-3%	1%	2%
B2AR arrestin	0.2%	0.3%	1.1%	0.4%	0.2%	-0.2%	0.1%	0.1%	0.3%	-0.1%
a7 integrin act	30%	-27%	0%	-25%	9%	-58%[inhibitor]	-29%	-16%	17%	-15%
TRPV1 agonist	-3	?	3	12	3	12	3	19	0	10
TSG101-PTAP inh	-5%	-5%	-2%	-2%	0%	-11%	-9%	-1%	-3%	-6%
ELG1 genotoxic	0%	13µM*	0.37µM*	?	0%	1%	-8%	-4%	-1%	8%
BRCA1 expr up	0%	3%	-40%	16%	18%	-25%	-62%	-6%	37%	1%

Random excerpt: 2 compounds from above
#33 O=C(NC1CCCCC1)N1CCCc2ccccc21
#30 CC(C)[C@H](NC(=O)OC(C)(C)C)c1nnc(S(=O)(=O)Cc2c(F)cccc2Cl)o1
assay / entry	33	30
Eya2 inh	9%	-1%
USP2a inh	-3%	0%
uPA surface inh	2%	?
p53 reactivator	-3%	-22%
S-ASM inh	1%	-2%
B2AR arrestin	0.3%	-0.2%
a7 integrin act	17%	-58%[inhibitor]
TRPV1 agonist	0	12
TSG101-PTAP inh	-3%	-11%
ELG1 genotoxic	-1%	1%
BRCA1 expr up	37%	-25%
